# Screening data: PubChem BioAssay, several laboratories
# Peg3 promoter = Peg3 promoter-driven luciferase inhibitors, primary screen, cell-based, HeLa, luciferase luminescence; HeLa PEG-Prom luciferase reporter, overnight; inhibition, % at 20 µM; 1.7% of 360,000 active; AID 588405, 2011;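 active = inhibition of at least 50% at 20 µM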
# NR2E3 ag-1 = NR2E3 agonists in two-hybrid cells, primary screen, cell-based, luminescence, CHO-S, Gal4-NCOR/VP16-NR2E3. Photoreceptor-specific nuclear receptor (Homo sapiens), Q9Y5X4. luciferase. inhibition of corepressor binding, % at 3.98 µM. 0.35% of 360,000 active. AID 602229, 2012;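 active = inhibition above the mean of all tested compounds plus 3 SD, cut at about 70% in these data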;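 also: 0% = DMSO with NR2E3 transfected cells and 100% = cells lacking NR2E3 construct; higher means lower luciferase signal from less NR2E3 corepressor binding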
# Target sequence (Q9Y5X4 whole entry, looked up, the tested form may be a part): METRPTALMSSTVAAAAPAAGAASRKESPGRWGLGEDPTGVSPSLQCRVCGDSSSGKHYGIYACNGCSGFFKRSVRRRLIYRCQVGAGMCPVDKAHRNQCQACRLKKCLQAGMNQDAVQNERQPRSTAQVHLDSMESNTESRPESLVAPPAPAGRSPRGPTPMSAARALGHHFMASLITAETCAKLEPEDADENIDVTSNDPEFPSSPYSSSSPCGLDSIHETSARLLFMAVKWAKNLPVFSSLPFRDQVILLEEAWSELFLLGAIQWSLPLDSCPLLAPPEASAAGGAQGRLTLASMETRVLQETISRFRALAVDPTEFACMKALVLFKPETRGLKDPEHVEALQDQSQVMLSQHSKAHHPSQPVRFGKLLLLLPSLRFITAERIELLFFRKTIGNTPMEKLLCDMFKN
# PDI inh = inhibitors of human PDI, primary screen, biochemical, turbidity, single point, plate reader | PDI insulin aggregation turbidity, A650, 90 min | Protein disulfide-isomerase (Homo sapiens), P07237 | 0.052% of 350,000 active | AID 588391, 2011 | inhibition, % at 10 µM;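 active = mean inhibition across replicates of 30% or more, whatever share of single replicates reach that level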;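 also: absorbance from insulin aggregation driven by PDI reduction with DTT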
# Target sequence (P07237 whole entry, looked up): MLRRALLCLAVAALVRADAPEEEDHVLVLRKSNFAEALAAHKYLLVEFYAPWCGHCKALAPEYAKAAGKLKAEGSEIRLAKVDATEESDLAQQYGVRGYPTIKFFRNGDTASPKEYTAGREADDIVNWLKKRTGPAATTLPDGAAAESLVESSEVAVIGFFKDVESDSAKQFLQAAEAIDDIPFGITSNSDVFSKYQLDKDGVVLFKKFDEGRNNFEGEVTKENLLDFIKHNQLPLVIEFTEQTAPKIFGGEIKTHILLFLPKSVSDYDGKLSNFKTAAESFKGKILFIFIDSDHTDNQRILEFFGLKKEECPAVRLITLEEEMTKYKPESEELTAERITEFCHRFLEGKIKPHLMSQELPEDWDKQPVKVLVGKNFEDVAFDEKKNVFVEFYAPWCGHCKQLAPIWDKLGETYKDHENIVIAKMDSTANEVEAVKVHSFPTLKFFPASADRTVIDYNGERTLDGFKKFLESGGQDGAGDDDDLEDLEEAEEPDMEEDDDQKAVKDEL
# KKLEB cytotox = cytotoxicity in KKLEB CF airway cells, primary screen, cytotoxicity control for CF NF-kB inhibitor project, cell-based, uHTS, fluorescence assay plates; AID 602141, 2011; 0.36% of 360,000 active; KKLEB CF airway cells viability, ATPlite luminescence, overnight; stronger effect = lower value; cells stimulated with P. aeruginosa culture filtrate; activity change (cytotoxicity), % at 5 µM;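 active = corrected activity change at or below -50% at 5 µM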
# TRPM1 prom inh = inhibitors of MITF-dependent TRPM1 promoter reporter, primary screen, cell-based, SK-MEL-5, single point, luciferase; SK-MEL-5 TRPM1 promoter luciferase, 24 h; inhibition, % at 12.5 µM; 0.83% of 330,000 active; AID 488899, 2010;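 active = mean inhibition across replicates of 60% or more, whatever share of single replicates reaches that level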; also: values of inactives mirror those of a sister screen read the other way
# CaV13 ICDI inh = Disruptors of the CACNA1D IQ motif to Ca2+-dependent inactivation inhibitor domain association, primary screening, Förster resonance energy transfer in intact living …; 0.098% of 340,000 active; AID 743397; inhibition, % at 12.3 µM; HEK cells, CFP/YFP FRET ICDI-IQ, plate reader, 10 min; percent FRET-ratio fall versus neutral wells;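 active = mean replicate inhibition of at least 30% and at least 1% of replicates passing that level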;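 also: 0% = median of the neutral control wells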
# HIF-2a inh = HIF-2a reporter inhibitors, primary screen, luminescence, 786-0 RCC cells; 0.72% of 360,000 active; inhibition, % at 18.8 µM; 786-0 RCC cells HIF-2a reporter, luciferase luminescence, overnight;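 active = inhibition of the luminescence signal of 40% or more relative to plate controls, in a single-dose primary screen at 18.75 µM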
# CF NFkB inh = inhibitors of PAF-induced NF-kB signaling, primary screen, cell-based, GFP fluorescence, uHTS. KKLEB NF-kB-GFP reporter, GFP fluorescence overnight. inhibition, % at 5 µM. 0.86% of 360,000 active. AID 588850, 2011;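 active = at least 50% inhibition at 5 µM, scaled per plate between neutral and stimulator controls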;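 also: PAF is a Pseudomonas aeruginosa culture filtrate used as stimulus; plate controls were PAF-stimulated DMSO wells for no effect and unstimulated DMSO wells for full effect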
# NR2E3 ag-2 = inhibitors of NR2E3-RetCOR corepressor binding, primary screen, NR2E3 agonist project, biochemical, TR-FRET, GST-NR2E3, biotin-RetCOR; inhibition of corepressor binding, % at 4.78 µM; 0.12% of 320,000 active; AID 2300, 2010; 1536-well;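 active = percent inhibition above the cutoff of mean plus 3 SD of all tested compounds, set per screening campaign, cut at about 20% in these data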;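 also: 0% = DMSO wells and 100% = biotin wells as full block of FRET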
#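 Test system: GST-NR2E3 and biotin-RetCOR proteins | Quantity: 1.35 nM GST-tagged NR2E3 final | Medium: Tris pH 7.5 | Also added: 7 nM biotin-RetCOR | Dosing: Compound at 4.8 µM, single dose | Timing: 5 h at 4 °C | Detection: Time-resolved FRET | Read-out basis: Percent inhibition | Benchmarks: Biotin wells as high control, 0.6% DMSO wells as low control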
# Vif imaging = HIV Vif self-association inhibitors, primary screen, imaging, HEK293T, single point. HEK293T cells, Vif self-association by quenched fluorescence, 24 h. inhibition, % at 7.49 µM. 0.35% of 340,000 active. AID 602346, 2012; in the data active = inhibition above about 50%, passing the limit was not always enough; also: some results filed as inactive read as strong as hits
# Shn3 3UTR inh = reduction of Shn3 3'UTR firefly luciferase signal, primary screen, Schnurri-3 inhibitor project, cell-based, Clone20 osteoblasts, set 2 | inhibition, % at 12.5 µM | Clone20 osteoblast Shn3 3'UTR firefly luciferase, 24 h | 0.52% of 360,000 active;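 active = mean inhibition of at least 75% with every replicate also reaching 75%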;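 also: 0% = median of neutral control wells and 100% = pilot-screen positive control compound; some compounds past the cut are filed as inactive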
# * = called active by the depositor; / = no result given.
cpd	canonical_smiles	Peg3 promoter	NR2E3 ag-1	PDI inh	KKLEB cytotox	TRPM1 prom inh	CaV13 ICDI inh
1	Cn1c(=O)c(C(N)=S)cn(-c2ccccc2)c1=O	7	-2	-4	15	3	-20
2	COc1ccccc1N1CCN(C(=O)CSc2ccc3c(C)cc(C)nc3n2)CC1	-9	-26	17	-7	8	/
3	COC(=O)c1cc(NC(=O)CN2C(=O)CSC2=O)ccc1Cl	-6	-3	13	-5	1	-5
4	CN1CCN(C(=O)C2=C[C@H](c3ccc(C(F)(F)F)cc3)C[C@H](OCCCCO)O2)CC1	12	-62	-2	0	-4	-6
5	NS(=O)(=O)c1cccc(NC(=O)COC(=O)/C=C/c2nc3ccccc3s2)c1	-32	-6	2	-5	-6	-5
6	CCn1c(/C=C/c2c(C)[nH]c3ccccc23)nc2ccccc2c1=O	0	2	-3	-23	10	-5
7	CCOc1nc(N2CCOCC2)nc(C)c1[N+](=O)[O-]	-25	9	4	-3	4	3
8	Cc1cccc(C(=O)NNC(=S)NC(=O)c2ccccc2)c1	7	11	1	-4	3	-3
9	COc1ccc(C(=O)CSc2nnc(-c3cccs3)n2-c2ccccc2)cc1	22	-26	-6	-14	7	/
10	Cc1ccc([N+](=O)[O-])cc1NC(=O)Cc1cccs1	1	-7	3	6	5	-13
11	CCOc1ccc(S(=O)(=O)N(C)CC(=O)N2CCN(CC)CC2)cc1	0	-12	-3	-5	1	-4
12	Cc1ccc(NC(=O)CSc2nc3ccccc3c(=O)n2Cc2cccs2)cc1	-3	-28	-2	-52*	-7	-5
13	CCc1ccccc1NC1=NCC(=O)N1C1CCCCC1	26	11	-2	-8	8	/
14	O=C(COc1ccc(Br)cc1CNCCCN1CCOCC1)Nc1ccccc1	-12	-10	6	-8	-2	-5
15	CSCCC1NC(=O)N(CC(=O)Nc2ccc(N3CCCCC3)cc2)C1=O (stereo not drawn)	-15	-46	-3	4	-18	/

cpd	HIF-2a inh	CF NFkB inh	NR2E3 ag-2	Vif imaging	Shn3 3UTR inh
1	1	-9	1	2	-1
2	0	0	3	-1	19
3	5	-5	-5	-1	-7
4	15	-13	0	-2	5
5	-82	9	/	10	-17
6	-79	20	1	2	-5
7	11	18	3	9	7
8	20	14	-1	0	-4
9	24	20	2	4	18
10	3	-17	0	30	12
11	8	18	2	24	-1
12	-32	48	2	7	9
13	17	1	0	/	1
14	-3	-14	3	-3	18
15	-31	-4	0	/	-24

# An excerpt from above in order of molecular weight, smallest number first.
cpd	canonical_smiles	Peg3 promoter	NR2E3 ag-1	PDI inh	KKLEB cytotox	TRPM1 prom inh	CaV13 ICDI inh
10	Cc1ccc([N+](=O)[O-])cc1NC(=O)Cc1cccs1	1	-7	3	6	5	-13
8	Cc1cccc(C(=O)NNC(=S)NC(=O)c2ccccc2)c1	7	11	1	-4	3	-3
11	CCOc1ccc(S(=O)(=O)N(C)CC(=O)N2CCN(CC)CC2)cc1	0	-12	-3	-5	1	-4
15	CSCCC1NC(=O)N(CC(=O)Nc2ccc(N3CCCCC3)cc2)C1=O (stereo not drawn)	-15	-46	-3	4	-18	/
5	NS(=O)(=O)c1cccc(NC(=O)COC(=O)/C=C/c2nc3ccccc3s2)c1	-32	-6	2	-5	-6	-5
2	COc1ccccc1N1CCN(C(=O)CSc2ccc3c(C)cc(C)nc3n2)CC1	-9	-26	17	-7	8	/
4	CN1CCN(C(=O)C2=C[C@H](c3ccc(C(F)(F)F)cc3)C[C@H](OCCCCO)O2)CC1	12	-62	-2	0	-4	-6
14	O=C(COc1ccc(Br)cc1CNCCCN1CCOCC1)Nc1ccccc1	-12	-10	6	-8	-2	-5

cpd	HIF-2a inh	CF NFkB inh	NR2E3 ag-2	Vif imaging	Shn3 3UTR inh
10	3	-17	0	30	12
8	20	14	-1	0	-4
11	8	18	2	24	-1
15	-31	-4	0	/	-24
5	-82	9	/	10	-17
2	0	0	3	-1	19
4	15	-13	0	-2	5
14	-3	-14	3	-3	18

# Additional records
cpd	canonical_smiles	Peg3 promoter	NR2E3 ag-1	PDI inh	KKLEB cytotox	TRPM1 prom inh	CaV13 ICDI inh
16	COC(=O)c1ccccc1NC(=O)CSc1nc2ccccc2c(=O)[nH]1	8	-8	0	1	3	0
17	CCC(C)[C@H](NC(=O)N1CCCCCC1)C(=O)OC (stereo partly drawn)	1	-12	-6	17	/	-4
18	Cc1ccc(C(=O)N2CCOCC2)c(F)c1F	-8	11	-6	4	-14	-5
19	CCOC(=O)NC(NC(=S)Nc1ccccc1[N+](=O)[O-])C(Cl)(Cl)Cl (stereo not drawn)	17	-14	14	-3	-8	-6
20	O=C(NNC(=O)C12CC3CC(CC(C3)C1)C2)c1ccccc1[N+](=O)[O-]	10	1	-2	3	0	-2
21	O=c1c2sccc2nc(SCc2ccc([N+](=O)[O-])cc2)n1Cc1ccccn1	-35	-19	-3	2	-22	-5
22	CCC1COC(c2cccn2Cc2ccc(Cl)cc2)=N1 (stereo not drawn)	9	-28	-14	4	27	-6
23	Cc1nc2cc(NC(=O)CSc3nc4c(C)cccc4cc3C#N)ccc2s1	15	-5	21	26	-25	-4
24	Cc1ccc(C2CCN(C(=O)Nc3ccc(F)cc3)C2)cc1 (stereo not drawn)	-219	-60	3	6	-92	1
25	COc1cc(OC)cc(-c2c(C#Cc3ccsc3)c3cc(-c4ccc(CN5CCOCC5)cc4)ccc3n2C)c1	-1	-4	0	-3	-3	-10
26	CCn1c(C)nc2cc(C(=O)NNC(=S)Nc3ccc(F)cc3)ccc21	-252	-47	2	-9	-70	9
27	COc1ccc(N2C(=O)C(O)C2c2ccc(C)cc2)cc1 (stereo not drawn)	9	-9	-4	-1	8	-5
28	O=C(C[n+]1cccc(CNC(=O)c2ccc(OC(F)F)cc2)c1)Nc1cc(C(F)(F)F)ccc1Cl	-1	-24	-4	8	14	-6
29	CCOC(=O)c1ccc(S(=O)(=O)NNc2ccc(C(F)(F)F)cn2)cc1	-5	18	1	-2	8	-3
30	Oc1ccc(C[C@H]2CNC(=S)N2CC2CCCN2C[C@H](Cc2ccc(O)cc2)N2C[C@H](Cc3ccc(O)cc3)N(CC3CCCCC3)C2=S)cc1 (stereo partly drawn)	43	-21	20	-13	55	-8

cpd	HIF-2a inh	CF NFkB inh	NR2E3 ag-2	Vif imaging	Shn3 3UTR inh
16	-6	-31	0	8	-2
17	15	-8	2	2	7
18	5	3	2	-4	3
19	17	5	3	11	21
20	2	-27	3	-19	-5
21	-59	-26	-1	-18	34
22	18	-12	-1	13	-12
23	14	30	1	-3	6
24	-256	-12	1	-2	-13
25	6	7	/	3	-13
26	-309	-4	-4	-8	-42
27	16	4	1	1	-15
28	30	-7	1	-3	23
29	13	0	/	-6	13
30	-36	59*	/	/	62

# Additional results follow.
cpd	canonical_smiles	Peg3 promoter	NR2E3 ag-1	PDI inh	KKLEB cytotox	TRPM1 prom inh	CaV13 ICDI inh
31	CCCSc1ccc([C@@H]2[C@H]3C(=O)N(CC)C(=O)[C@H]3[C@]3(C(=O)OC)CCCN23)cc1OC	7	-23	-3	-3	-7	-5
32	CCN(CC(=O)NCc1ccc(F)cc1)C(=O)c1ccc(Cl)cc1	0	18	0	1	4	-21
33	CCOC(=O)Cn1c(=O)c(F)cn(Cc2ccc(OC)c([N+](=O)[O-])c2)c1=O	8	-14	-1	19	2	-5
34	CCCC(=O)Nc1ccc(S(=O)(=O)N2CCCC2)cc1	3	-8	22	-10	4	-6
35	Cc1nc(-c2ccc(F)cc2)c(CC(=O)N(C)CC(=O)Nc2ccccc2Cl)s1	-3	-7	-1	-2	-3	-6
36	Cc1[nH]c(C)c(S(=O)(=O)N2CCN(c3ccccc3F)CC2)c1C(=O)N1CCCC1	-4	14	-4	6	-4	-3
37	Cc1csc(SCC(=O)Nc2cccc(S(=O)(=O)N3CCOCC3)c2)n1	-4	3	3	-4	9	7
38	O=S(=O)(c1ccc(F)cc1)n1ccc2cccnc21	-3	-14	-1	-13	-3	-4
39	O=C(Nc1cccc(C(=O)O)c1)/C(=C/c1ccc2c(c1)OCO2)NC(=O)c1cccc(Br)c1	3	-11	-3	-2	-5	-4
40	COc1ccc(S(=O)(=O)N2CCOCC2)cc1NC(=O)CCCOc1ccc(C(C)=O)cc1	2	6	3	2	/	-5
41	Cc1cccc(-c2nc(CS(=O)CC(=O)NC3CCCCC3)c(C)o2)c1 (stereo not drawn)	5	-25	0	6	1	-2
42	CCOC(=O)C(C)n1cnc2c1c(=O)[nH]c(=O)n2C (stereo not drawn)	12	14	-5	-15	-7	/
43	O=C(CCCn1c(=O)oc2ccccc21)N1CCN(c2ccc(F)cc2)CC1	-5	-8	-1	-17	-10	-3
44	CC(C)Oc1cccc(C(=O)C2CCCN(Cc3cccn3-c3ccccn3)C2)c1 (stereo not drawn)	-25	-5	-2	-12	-13	-2
45	CC(=O)NCCc1ccc(S(=O)(=O)Nc2cccnc2)cc1	4	-18	1	4	19	-8
46	CCOc1ccccc1N(C)S(=O)(=O)c1ccc2c(c1)CC(C)N2C(=O)C1CC1 (stereo not drawn)	20	-21	2	-14	-17	-3

cpd	HIF-2a inh	CF NFkB inh	NR2E3 ag-2	Vif imaging	Shn3 3UTR inh
31	11	-4	0	-1	-9
32	13	-1	-1	3	-5
33	4	1	/	10	22
34	2	2	5	4	2
35	7	-11	-1	-10	-26
36	1	-5	-2	23	-2
37	13	-3	4	-2	0
38	12	0	-5	-1	2
39	-5	6	3	1	-8
40	10	-11	/	2	-1
41	1	-10	-1	3	-5
42	-14	18	3	/	-3
43	-11	14	-1	-16	3
44	11	18	-1	-1	39
45	6	7	-3	-4	10
46	16	-5	-1	-4	4
